# Compound activity: PubChem BioAssay, several laboratories
# Mot1-301 SUMO: blocks SUMOylation pathway, rescuing yeast Mot1-301 growth; AID 2716; S. cerevisiae Mot1-301 growth rescue, ATP luminescence, 38.5C; percent above DMSO median, 100 means doubled; growth rescue, % at 18.8 µM; actives 1% (n = 320,000);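 active = every valid replicate shows activation above 250% relative to neutral control wells; inactive = the rest, any valid replicate at or below 250%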;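 note: OY570 slx delta 5 strain wells were the positive control but not used for scaling; some compounds called inactive have numbers as strong as hits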
# Ecoli viability: reduces bacterial viability in AddAB counter-screen; E. coli V3065 growth, OD600 absorbance, 18 h; inhibition, % at 11.9 µM; actives 0.27% (n = 330,000); AID 449728;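 active = inhibition above the campaign's mean inhibition across all tested compounds plus 3 SD, cut at about 9.9% in these data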;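 note: uninfected addAB+ strain grown without phage in ampicillin broth; 0% = DMSO wells and 100% = ciprofloxacin 0.95 µg/ml wells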
# AddAB inh: less growth of phage-infected E. coli with AddAB | actives 0.29% (n = 330,000) | E. coli expressing H. pylori AddAB, absorbance growth | inhibition, % at 11.9 µM; in the data active = inhibition above about 12%;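 note: 0% = vehicle wells of infected cells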
# PfHsp90 set2: growth inhibition of yeast expressing Plasmodium Hsp90 | S. cerevisiae expressing PfHsp90, BacTiter-Glo ATP, 48 h; yeast lacking PDR1 and PDR3 efflux regulators | inhibition, % at 9.4 µM | actives 0.32% (n = 310,000) | AID 504621;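 active = every replicate shows inhibition above about 80%, whatever the replicate mean, limit read from the data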;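 note: 0% = DMSO neutral controls and 100% = 20 µM radicicol positive controls; yeast relying on Plasmodium falciparum Hsp90 in place of its own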
# PKA-R1A act: activates the PKA-R1A holoenzyme complex. P00514+P68181. PKA-R1A dissociation, Cy5-IP20 fluorescence polarization; scaled: DMSO 0%, 113 µM cGMP 100%. activation, % at 11.4 µM. actives 0.083% (n = 340,000). AID 504707;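 active = percent activation above the mean of all tested compounds plus 3 SD, cut at about 19% in these data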;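 note: higher means more PKAc released from R1A so a rise in polarization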
# phage Ecoli inh: E. coli growth loss with phage present. growth absorbance. inhibition, % at 11.9 µM. actives 0.26% (n = 360,000). AID 651602; in the data active = inhibition above about 11%
# Arr AP2 block: inhibitors of human beta-arrestin and AP2 interaction. FITC-arrestin peptide / GST-AP2 beads, flow cytometry; AP2 beta2 appendage carries R879A mutation. inhibition, % at 10 µM. actives 0.31% (n = 340,000). AID 504490;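 active = inhibition above a set limit, near 3 SD of compounds lacking own fluorescence, cut at about 54% in these data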;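 note: plate controls were DMSO wells for no effect and 5 µM unlabelled arrestin peptide for full effect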
#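 System: GST-AP2 R879A glutathione beads. Medium: PBS with 0.05% Tween 20 and 0.1% BSA. Also added: FITC-arrestin peptide, 50 nM. Incubation: 12 min plus 1 h, RT. Measured by: high-throughput flow cytometry of beads, ex 488, em 535 nm. Evaluation: percent drop in bead-associated FITC signal.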
# Tat export inh: blocks Tat-dependent protein export in E. coli. inhibition, % at 10 µM. AID 488895. E. coli MC4100 TorA-mCherry Tat export, fluorescence. actives 0.036% (n = 340,000);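 active = mean replicate inhibition at least 50% and at least half of replicates individually reaching 50%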;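 note: exported cargo escapes ClpAP degradation while cytoplasmic cargo is degraded and loses fluorescence; 0% = median of neutral control wells and 100% = median of NaSCN control wells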
# MOR-DOR ag: agonists of human mu-delta opioid receptor heterodimerization; P35372+P41143; cells, OPRM1-OPRD1 heterodimerization, luminescence; activation, % at 9.3 µM; actives 0.3% (n = 340,000); AID 504326; in the data active = activation above about 18%;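 note: 0% = vehicle-treated cells and 100% = reference agonist; values of inactives mirror those of a sister screen read the other way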
# Target sequence (P35372 whole entry, looked up): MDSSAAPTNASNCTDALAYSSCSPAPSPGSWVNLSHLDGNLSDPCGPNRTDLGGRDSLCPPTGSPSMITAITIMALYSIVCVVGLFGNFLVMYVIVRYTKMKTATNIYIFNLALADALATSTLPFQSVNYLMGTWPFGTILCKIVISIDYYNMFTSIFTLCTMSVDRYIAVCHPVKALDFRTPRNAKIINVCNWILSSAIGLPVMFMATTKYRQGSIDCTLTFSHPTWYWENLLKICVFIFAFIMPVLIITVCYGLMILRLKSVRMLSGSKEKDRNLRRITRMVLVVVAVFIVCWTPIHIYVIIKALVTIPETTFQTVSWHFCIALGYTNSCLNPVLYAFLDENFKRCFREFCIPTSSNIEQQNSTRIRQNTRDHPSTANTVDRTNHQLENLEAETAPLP
# Target sequence (P41143 whole entry, looked up): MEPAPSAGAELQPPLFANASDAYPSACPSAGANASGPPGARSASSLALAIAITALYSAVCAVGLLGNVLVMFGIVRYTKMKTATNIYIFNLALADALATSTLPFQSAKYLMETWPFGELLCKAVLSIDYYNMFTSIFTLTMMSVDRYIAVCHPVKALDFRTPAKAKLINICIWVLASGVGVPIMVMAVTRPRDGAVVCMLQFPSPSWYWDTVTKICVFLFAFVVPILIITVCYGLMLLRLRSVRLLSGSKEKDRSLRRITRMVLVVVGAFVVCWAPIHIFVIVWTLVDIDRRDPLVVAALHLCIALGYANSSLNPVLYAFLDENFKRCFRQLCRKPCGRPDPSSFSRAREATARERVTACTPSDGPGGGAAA
# MOR-DOR inv ag: mu-delta opioid heterodimer inverse agonism; P35372+P41143; cell-based MOR-DOR heterodimer luminescence; inhibition, % at 9.3 µM; actives 0.21% (n = 340,000); in the data active = inhibition above about 22%, passing the limit was not always enough;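 note: 0% = cells with DMSO and 100% = wells without cells with DMSO; values of inactives mirror those of a sister screen read the other way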
# Pemphigus Ab inh: inhibitors of pemphigus antibody binding to human desmoglein-3 | P32926 | actives 0.48% (n = 310,000) | AID 588358 | binding (percent of control), % at 10 µM | DSG3-coupled beads, scFv-anti-DSG3-GFP binding, flow cytometry; hits give low values;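 active = binding more than 3 SD below its plate's average and above zero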;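 note: hits lower antibody fragment binding to DSG3; some compounds called inactive have numbers as strong as hits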
# An asterisk follows results filed as active; nt = not tested or not shown.
canonical_smiles,Mot1-301 SUMO,MOR-DOR ag,Tat export inh,AddAB inh,PfHsp90 set2,Arr AP2 block,MOR-DOR inv ag,phage Ecoli inh,Ecoli viability,PKA-R1A act,Pemphigus Ab inh
COc1ccc(C2=NOC(C(=O)NC(C)C)C2)cc1 (stereo unspecified),-1,-0.1,-8,0.4,nt,9,1,2.4,4.5,-1,102
CCCc1cc(=O)oc2c(C)c(OCC(=O)N3C[C@H]4C[C@@H](C3)c3cccc(=O)n3C4)ccc12,50,-1.9,5,1.8,-2,17,10,3.9,-0.7,-4,nt
CCOC(=O)C(=O)CC(=O)c1ccc2c(c1)OCCO2,22,0.8,1,4.2,-14,4,-6,5.7,1.5,-4,94
CCC(NC(=O)Nc1nnc(C(F)(F)F)s1)(C(F)(F)F)C(F)(F)F,-30,2.5,-21,5.1,10,-16,-14,12*,9.3,-1,107
O=C(COc1ccccc1)NC(=S)Nc1cccc([N+](=O)[O-])c1,122,1.5,3,4.0,-6,14,-7,3.7,4.9,-5,98
Cc1cccc(C)c1NC(=O)COC(=O)c1cc(=O)c2ccccc2o1,-10,-0.6,-4,1.8,3,-1,3,1.1,1.0,-7,100
CCC(C)NCCCCOc1cc(C)cc(C(C)C)c1 (stereo unspecified),401*,-2.0,-10,3.2,2,-1,10,2.7,0.7,-8,104
CCOC(=O)C1(Cc2ccccc2)CCCN(Cc2ccncc2)C1 (stereo unspecified),nt,-0.8,-6,1.4,-2,-9,4,0.1,-0.9,-4,114
CCNC(=O)COC(=O)/C=C/c1cccc([N+](=O)[O-])c1,2,-1.2,-4,1.0,-3,8,6,6.2,0.2,4,102
CC(=O)Oc1ccc(C)cc1N1C(=O)c2ccc(C(=O)O)cc2C1=O,3,-2.0,3,-2.4,-24,5,10,-0.5,0.8,5,101
Cc1ccccc1NC(=O)/C=C/c1ccc([N+](=O)[O-])s1,-1,1.2,-1,-1.0,14,3,-6,nt,-1.8,2,101
O=C1CC(C(=O)Nc2ccc(F)cc2)S/C(=N\N=C\c2ccco2)N1 (stereo unspecified),2,-4.0,-11,1.3,-9,3,19,-2.4,0.9,-20,104
C=C(C)COc1ccc(-c2n[nH]c(C)c2-c2ccc(OC)cc2)c(O)c1,13,30*,11,0.7,-33,-8,-176,6.7,4.5,-6,101
O=C(CCNS(=O)(=O)c1cccc2nsnc12)NCc1cccs1,-13,-0.6,-5,-2.0,-8,15,4,0.9,-2.8,-2,nt
Cc1cc(C)nc(SCc2ccc(C(=O)NN=C3C4CC5CC(C4)CC3C5)cc2)n1,10,-0.3,4,3.6,-5,-1,2,1.7,1.3,-1,101

canonical_smiles,Mot1-301 SUMO,MOR-DOR ag,Tat export inh,AddAB inh,PfHsp90 set2,Arr AP2 block,MOR-DOR inv ag,phage Ecoli inh,Ecoli viability,PKA-R1A act,Pemphigus Ab inh
O=C(COc1cccnc1[N+](=O)[O-])N1CCN(C(=O)c2ccco2)CC1,30,-3.8,8,0.5,9,9,18,0.0,1.4,-2,nt
CCOC(=O)c1[nH]cnc1C(=O)NCc1ccccc1,-2,-2.0,2,4.4,-17,-4,11,3.5,-2.4,4,102
CCOC(=O)CN1CC23C=CC(O2)C(C(=O)NC2CCCC2)C3C1=O (stereo unspecified),-11,-1.8,0,3.9,12,14,9,1.8,-1.2,4,108
COC(=O)CC1(C(=O)OC)Oc2ccc(Br)cc2C(=O)N1c1ccc(Br)cc1Cl (stereo unspecified),20,46*,0,1.4,-3,-3,-244,4.0,1.1,-6,109
CCOc1cc(-c2noc(N)c2C(=O)OC)cc(OCC)c1OCC,-10,1.0,-3,2.8,-55,7,-5,0.5,-1.8,-1,95
Cc1ccc(NC(=O)c2ncn(CC(=O)NCc3ccc4[nH]ccc4c3)n2)cc1C,nt,-4.5,-5,-0.6,8,32,22,1.4,-1.1,-9,106
Cc1ccc(Cl)cc1N1CCN(C(=O)C2CCCN(S(=O)(=O)c3cnc[nH]3)C2)CC1 (stereo unspecified),334,-1.6,1,0.0,-7,26,9,1.1,1.3,-5,97
Nn1c(SCC(=O)Nc2cccc(C(F)(F)F)c2)nncc1=O,2,3.0,1,0.6,-2,0,-16,0.2,-2.9,0,95
COc1cccc(CNC(=S)Nc2ccc(Cl)cc2C)c1,-2,-0.8,-2,-2.0,-9,1,4,0.5,0.3,-14,101
COCCN(C(=O)CCC(=O)Nc1cc(C)on1)C(C(=O)NC1CCCC1)c1ccc(C(C)C)cc1 (stereo unspecified),-1,0.7,1,2.6,-22,14,-5,-0.4,1.3,-6,93
CCOc1ccc(CN(C)C(=O)[C@H](Cc2ccccc2)NC(=O)OCc2ccccc2)cc1OC,-1,-0.4,7,0.1,-4,-3,3,0.1,-1.5,-1,nt
O=C(Nc1ccc(Cl)cc1)N1CCC(c2nc(-c3ccccc3Cl)no2)CC1,nt,6.1,2,0.8,-12,-4,-34,4.2,0.8,18,102
COC(C(=O)C(O)C(C)O)C1Cc2cc3cc(OC4CC(OC5CC(O)C(O)C(C)O5)C(O)C(C)O4)c(C)c(O)c3c(O)c2C(=O)C1OC1CC(OC2CC(OC3CC(O)C(OC)C(C)O3)C(O)C(C)O2)C(O)C(C)O1 (stereo unspecified),nt,0.9,11,nt,16,-3,-4,2.4,nt,-5,89
Cc1ccccc1-n1cc(-c2ccc(Br)cc2)nc1SCC(N)=O,192,nt,2,0.3,8,9,nt,0.7,1.8,nt,101
CN(C(=O)COC(=O)c1ccccc1C(=O)N1CCN(c2ccccc2)CC1)c1ccccc1,-3,2.1,-4,0.7,-14,11,-10,2.7,-2.6,6,74

canonical_smiles,Mot1-301 SUMO,MOR-DOR ag,Tat export inh,AddAB inh,PfHsp90 set2,Arr AP2 block,MOR-DOR inv ag,phage Ecoli inh,Ecoli viability,PKA-R1A act,Pemphigus Ab inh
O=c1[nH]c(CN2CCN(c3ccccn3)CC2)nc2c(Br)cc(Br)cc12,88,-0.4,0,0.6,-24,24,2,2.5,-0.2,0,88
O=C(O)c1cccc2c1C(=O)c1ccc(-c3ccc(Cl)c(C(F)(F)F)c3)cc1S2(=O)=O,-13,-0.1,6,4.0,-32,24,1,nt,3.4,-5,97
COc1ccc(NC(=S)N(CCN(C)C)C(C)c2ccco2)cc1Cl (stereo unspecified),229,0.1,0,1.7,9,-6,0,2.7,-1.4,4,101
Cc1ccc2nc(C)cc(NCCO)c2c1,4,-0.6,-10,1.3,1,4,2,2.5,0.5,-8,nt
COc1cccc(C(C)NC(=O)Nc2cc(Cl)ccc2OC)c1 (stereo unspecified),44,-1.8,-6,-1.4,2,4,9,3.5,0.2,-6,111
CNC(=O)COc1ccccc1C(=O)Nc1ccc2c(c1)oc1ccccc12,8,-0.4,-1,0.9,nt,7,2,3.4,-1.8,-9,102
Cc1ccc(S(=O)(=O)C/N=C(/NC(=S)N(c2ccccc2)c2ccccc2)c2ccccc2)cc1,9,4.3,2,-0.4,nt,6,-25,3.0,-3.6,-2,105
COCCn1nnnc1CN1CCN2CCCC2C1 (stereo unspecified),-11,-0.6,2,1.1,23,-5,4,0.8,2.2,-7,105
O=c1c2ccccc2nc(/C=C/c2cc(Br)ccc2O)n1CCO,46,0.0,7,-0.3,10,-1,0,-1.5,1.0,-8,102
CCOc1ccccc1OCCN1CCCC1,-2,-1.5,-2,1.3,0,7,7,0.5,-2.2,-3,97
CC(=O)OC1(C(C)=O)CCC2C3CC(Cl)C4=CC(=O)CCC4(C)C3CCC21C (stereo unspecified),nt,-1.3,-4,nt,0,1,7,2.3,nt,-1,135
COc1cccc(NC(=O)/C=C/c2ccc(S(=O)(=O)N3CCOCC3)cc2)c1,46,-1.9,8,-2.5,4,36,7,-1.5,-0.8,-7,73*
COC(=O)c1c(C(=O)OC)c2n(c1C)CCC2,-8,-2.4,4,-0.5,10,4,12,0.7,0.6,-6,102
COc1cc(C2CC(=O)C=C(O)C2)cc(OC)c1OC (stereo unspecified),nt,7.1,-3,2.3,nt,1,-38,2.4,-1.6,-7,95
CN1CCN(c2ccc(-c3ccnn3C(=O)Nc3ccccc3)cc2)CC1,4,-0.1,-6,5.0,13,-9,0,4.2,-0.1,3,93

canonical_smiles,Mot1-301 SUMO,MOR-DOR ag,Tat export inh,AddAB inh,PfHsp90 set2,Arr AP2 block,MOR-DOR inv ag,phage Ecoli inh,Ecoli viability,PKA-R1A act,Pemphigus Ab inh
CCN1CCCC1CNc1ncnc2c1[nH]c1ccc(Cl)cc12 (stereo unspecified),-3,5.2,-3,2.9,7,5,-30,4.2,1.3,-10,115
COc1cc(C(=O)N2CCN(C3CCC(C)CC3)CC2)cc(OC)c1OC (stereo unspecified),2,-2.0,0,-0.1,-6,10,9,0.2,-1.5,-11,99
COc1ccc(CC(=O)NCC(=O)NC(Cc2ccccc2)C(=O)O)cc1 (stereo unspecified),9,-2.7,1,0.8,0,2,14,0.4,-0.7,-12,99
O=C(OCCOc1ccccc1Cl)c1cc(S(=O)(=O)N2CCCCC2)ccc1N1CCOCC1,nt,3.9,0,nt,-1,23,-16,-2.7,nt,-9,nt
CC1(C)OC(=O)N(Cc2ccco2)C1(C)O (stereo unspecified),304,1.3,12,2.1,0,15,-7,0.2,0.9,0,100
COCCCNC(=O)c1ccc(Cn2c(=O)c3ccccc3n(CC(=O)NCc3ccco3)c2=O)cc1,3,-3.4,-5,2.6,-8,4,18,1.0,-0.4,-3,99
COC(=O)c1ccc(NS(=O)(=O)c2ccc(Cl)cc2)o1,1,-1.7,-8,1.3,-14,-22,9,1.8,1.1,-10,95
O=c1cc(SCc2ccc(Cl)cc2Cl)nc[nH]1,nt,-1.9,3,nt,-9,20,9,5.5,nt,2,115
O=C(COC(=O)Cc1ccc(Br)cc1)NC1CCCCC1,-4,2.2,-2,0.8,nt,12,-11,1.0,-0.2,-14,114
O=C(COc1ccccc1)N(Cc1cc2ccccc2[nH]c1=O)CC1CCCO1 (stereo unspecified),27,-3.9,2,-1.2,-6,-10,23,-0.7,0.4,-3,103
CC(=O)NC(NC(C)=O)c1cccc(OCc2ccccc2)c1,-8,-2.5,-18,-0.5,10,39,13,1.8,-0.9,2,102
Cc1cccn2cc(-c3cccc(S(=O)(=O)N4CCOCC4)c3)nc12,-1,-3.4,-2,3.7,5,10,17,-1.5,-0.8,2,102
CC(C)CNC(=O)C1Nc2ccccc2C2C=CCC12 (stereo unspecified),-1,1.0,-10,4.0,17,18,-6,0.0,1.2,0,97
NC(=O)c1nc(C(=O)N2CCN(c3ccccc3)CC2)c2ccccc2n1,-7,-2.5,7,2.3,4,8,14,2.4,2.0,2,103
O=C(OCC#CCSc1nc2ccccc2o1)c1cc2ccccc2o1,4,0.7,-1,-2.9,8,-3,-3,4.8,1.0,5,101
